# Bioassay records (PubChem BioAssay)
# KB-3-1 tox – KB-3-1 parental cell cytotoxicity; actives 1.4% (n = 400,000); KB-3-1 viability, CellTiter-Glo ATP luminescence, 72 h; AID 1347075; Potency, µM (titrated, usually from 46.1 µM), for inactives: at the top dose activity change, negative = cytotoxic, actives largely listed as cytotoxic; further: potency means the concentration at half of the fitted maximal effect; on the % scale 0 is the no-effect control and ±100 the full control effect; nearly all actives have a fitted effect of over 60% in size
#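 Luminescent ATP read-out (CellTiter-Glo) measures survival of drug-naive KB-3-1 cells after 72 h compound exposure at 37 °C. Titration series was screened from lowest to highest concentration, with DMSO vehicle plates as background controls.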
# ATXN viability – reduces viability in counter-screen for ATXN expression inhibitors. S2 cells (HEK-293 line with an ATXN2-luciferase reporter) viability, CellTiter-Fluor protease fluorescence, 24 h. Potency, µM (titrated, usually from 56.7 µM), most hits filed as cytotoxic. actives 0.49% (n = 400,000). AID 651635; further: potency means the concentration at half of the fitted maximal effect; nearly all actives have a fitted effect of over 40% in size
# ATXN2 expr inh – ATXN2 expression inhibition. HEK-293 ATXN2-luciferase reporter, luminescence, 24 h. Potency, µM (top dose mostly 57 µM), without a hit: at the highest dose activity change, negative = inhibition, usual class: inhibitors. AID 1745845. actives 0.72% (n = 360,000); further: potency means the concentration at half of the fitted maximal effect; on the % scale 0 is the no-effect control and ±100 the full control effect; nearly all actives have a fitted effect of over 55% in size
#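 ATXN2-luciferase reporter cells (luciferase flanked by upstream and downstream ATXN2 gene portions) were treated 24 h at 37 °C with compounds at up to 57 uM. SteadyGlo luminescence gave expression; GF-AFC fluorescence gave viability.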
# IL1B secr inh – inflammasome signaling inhibition, IL-1 beta readout. activity change, % at 57.5 µM. THP-1 LPS/ATP IL-1B secretion, AlphaLISA, 16 h; active compounds read low. actives 4.7% (n = 360,000); in the data active means activity change below about -50%; inconclusive means mostly about -30% to -49%; further: on the % scale 0 is the no-effect control and ±100 the full control effect
#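 THP-1 cells pretreated 1 hr with compounds (up to 57.5 uM final), then stimulated with LPS (250 ng/mL final) plus ATP (1.25 mM final); secreted IL-1B measured by AlphaLISA after 16 hr, decreased signal indicating inhibition.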
# HepG2 tox – kills HepG2 cells in TGF-b inhibitor counter-screen | HepG2 CAGA-GFP viability, ATP luminescence, 18 h | Potency, µM (doses to about 46.1 µM), for the others: at the highest dose activity change, negative = cytotoxicity, actives largely listed as cytotoxic | actives 0.76% (n = 410,000) | AID 588856; further: potency means the concentration at half of the fitted maximal effect; some results filed as inactive show a strong effect at the top dose
#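 HepG2 CAGA-GFP cells (1000/well, DMEM with 1% FBS) received compound, then TGF-beta at 500 pg/mL final, and were incubated 18 hours at 37 degrees C. Viability was read by CellTiter-Glo luminescence. Media-only wells were set as complete cell-killing and DMSO as no toxicity.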
# HT1080 IDH1KD tx – kills HT-1080 cells with IDH1 knockdown; Potency, µM (highest dose often 46.1 µM), without a hit: at the top dose activity, negative = toxicity, hits mostly cytotoxic; AID 686971; HT-1080 IDH1 knockdown viability, ATP luminescence, 48 h; actives 2% (n = 360,000);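 further: potency means the concentration at half of the fitted maximal effect; 0% = DMSO wells and -100% = cell-free medium wells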
#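 IDH1KD HT-1080 cells, 750/well, RPMI + 5% FBS; compound pinned after 2 h settling; 48 h, 37 °C; CellTiter-Glo luminescence; % activity normalised to DMSO and no-cell wells; curves fitted, classed by r2 and efficacy.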
# HT1080-NT tox – kills 2HG-producing HT-1080-NT fibrosarcoma cells; HT-1080-NT fibrosarcoma viability, CellTiter-Glo ATP luminescence, 48 h; Potency, µM (doses to about 46.1 µM), for the others: at the top dose activity, negative = less viability, usual class: cytotoxic; actives 1.6% (n = 360,000);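 further: NT is the 2HG producing partner of a matched IDH1 knockdown line; potency means the concentration at half of the fitted maximal effect; 0% = DMSO-treated cells and -100% = media-only wells without cells; nearly all actives have a fitted effect of over 55% in size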
#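 Read-out is CellTiter-Glo luminescence after 10 minutes at room temperature, following 48 hours' compound treatment of HT-1080-NT cells (750 cells/well, RPMI, 5% FBS, 37 degrees C).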
# MCF10A rereplic – inducers of DNA re-replication in MCF 10A breast cells; Potency, µM (top dose mostly 46.1 µM), inactives show at the top dose activity, positive = re-replication, most hits filed as activators; MCF 10A DNA re-replication, Hoechst nuclear intensity, 48 h; actives 2.9% (n = 350,000); AID 624296; further: potency means the concentration at half of the fitted maximal effect; % of control where 0% means no effect; nearly all actives have a fitted effect of over 50% in size
# SW480 rerep – DNA re-replication induction in SW480 cells. Potency, µM (doses to about 46.1 µM), for the others: at the top dose re-replication activation, usual class: activators. SW480 DNA re-replication, Hoechst DNA content imaging, 48 h. actives 1.8% (n = 340,000); further: potency means the concentration at half of the fitted maximal effect; % of control where 0% means no effect; nearly all actives have a fitted effect of over 55% in size
#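 Hoechst fluorescence of nuclei (405 nm excitation, 500-530 nm emission) measured by plate-scanning imager after 48 hr compound exposure at 37 C; re-replication scored as increased number of nuclei with elevated intensity.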
# Numbers without * were called inactive; i = inactive; ? = inconclusive; . = not tested or not shown; & = joins results of further samples; [ ] = dose if it differs, or a comment. Unless noted, the call rests on the fitted dose curve; in most records, active means well fitted curve in the direction sought with a large enough effect; inconclusive means small, poorly fitted or top-dose-only effect, or another doubt; inactive means no such curve, though single readings can be large; an effect the other way counts as inactive or inconclusive.
nr	SMILES	HT1080 IDH1KD tx	HT1080-NT tox	HepG2 tox	SW480 rerep	KB-3-1 tox	ATXN2 expr inh	MCF10A rereplic	ATXN viability	IL1B secr inh
1	CCO[C@@H]1OC(C(=O)N2CCOCC2)=C[C@H](c2ccc(C(F)(F)F)cc2)[C@H]1CCCO	2%	6%	2%	-3%	?	5%	-8%	i	25
2	CCCn1c(SCC(=O)N(C)CC(=O)Nc2ccc(C)cc2)n[nH]c1=O	4%	-1%[9.24 µM]	2%	12%	6%	-1%	-2%	i	0
3	O=C1[C@@H](Oc2ccccc2)[C@@H](c2cccnc2)N1c1ccccc1	21µM*	?	-19%	?	0%	?	?	?	-5
4	COc1ccc(/C=C/C(=O)c2ccccc2)cc1COc1ccccc1F	?	?	-3%	15µM*	-12%	-33%	?	i	-65*
5	COc1ccc(C2/C(=C(/O)c3ccc(F)cc3)C(=O)C(=O)N2CCCN(C)C)cc1 (stereo not given)	0%	19%	1%	-2%	-4%	-8%	4%	i	0
6	COc1ccc(C(=O)Nc2cc(C)on2)cc1	1%	0%	-17%	4%	2%	-31%	11%	i	?
7	Cn1cc([N+](=O)[O-])c(C(=O)Nc2cc(Oc3cccnc3)cc([N+](=O)[O-])c2)n1	18µM*	21µM*	-83%	10µM*	?	-19%	9.2µM*	?	-96*
8	O=C(CCS(=O)(=O)c1cc(Br)cc2c1N(C(=O)C1CC1)CC2)N1CCN(c2cccc(C(F)(F)F)c2)CC1	.	.	-21%	.	?	-19%	.	i	.
9	CCOc1ccc2nc(SC3CC(=O)N(c4cccc(OC)c4)C3=O)sc2c1 (stereo not given)	10%	12%	31%	.	7%	34%	?	i	-3
10	COc1cccc(/C(C)=N/Nc2ncc(Cl)cc2Cl)c1	0%	1%	-23%	0%	-11%	43%[activator]	10%	i	-81*
11	O=c1[nH]c2cc3c(cc2cc1CN(Cc1nnnn1CC1CCCO1)C1CCCC1)OCO3 (stereo not given)	-2%	-4%	-52%	0%	-4%	-20%	1%	i	3
12	COc1ccc(S(=O)(=O)NC(=O)C2(C)CCN2C(=O)Cc2ccccc2)cc1OC (stereo not given)	14%	6%	-3%	.	0%	0%	.	i	-11
13	O=C(c1ccc(CS(=O)(=O)Cc2ccc(Cl)cc2)o1)N1CCCC1	-5%	11%[9.24 µM]	-1%	-8%	-3%	-17%	3%	i	6
14	CCOCCCNC(=O)c1cc(=O)[nH]c2ccc(S(=O)(=O)N3CCCC3)cc12	.	.	7%	.	6%	5%	.	i	.
15	Cc1cc(NC(=O)c2n[nH]c(=O)c3ccccc23)ccc1Br	27%	?	0%	-69%[inhibitor]	3%	14%	1%	i	-12
16	O=C(COc1ccccc1)N1CCN(S(=O)(=O)c2ccc(Br)cc2)CC1	1%	5%	-23%	-7%	-12%	.	1%	i	-7
17	CCOc1ccc(S(=O)(=O)NCc2ccc(OC)cc2)c2cccnc12	1%	1%	-11%	1%	-3%	-17%	-43%[inhibitor]	i	9
18	OCc1ccccc1-c1cnc2cccnn12	?	?	4%	.	0%	10%	.	i	23
19	CCN(C(=O)c1cn(C)c(=O)c2ccccc12)c1ccccc1F	8%	7%	-3%	0%	9%	17%	?	i	36
20	Cc1nnc(SCC(=O)Nc2ncc3c(n2)CCCC3=O)s1	15%	7%	-2%	-5%	13%	4%	3%	i	0
21	O=C(Nc1ccc2oc(-c3ccc4ccccc4c3)nc2c1)c1ccccc1F	.	.	-41%	.	7%	5%	.	i	.
22	CCCC(=O)Nc1ccc2oc(-c3ccncc3)nc2c1	-4%	0%	-15%	-8%	-6%	5%	0%	i	-29
23	COc1ccccc1N1CCN(c2ncnc3c2nc2n3CCCC2)CC1	.	.	-30%	.	-19%	?	.	?	.
24	Cc1ccc(C(=O)NCC(=O)OCc2nnc(-c3ccc([N+](=O)[O-])cc3)o2)s1	0%	-2%	3%	-11%	?	-8%	-5%	i	0
25	COc1ccccc1N1CCN(Cc2nc(N)nc(Nc3ccccc3)n2)CC1	-1%	-2%	-15%	0%	3%	-11%	14%	i	2
26	COc1cccc(-c2ccc(C#N)c(SCC(=O)NCCc3ccc(Cl)cc3)n2)c1	?	?	-2%	11%	-9%	-31%	?	?	-8
27	Cc1ccccc1-n1nnnc1SCC(=O)N(C)C1CCS(=O)(=O)C1 (stereo not given)	10%	5%	0%	0%	-6%	5%	1%	i	5
28	CC(=O)Nc1cccc(/C(C)=N/NC(=O)c2ccccc2Cl)c1	6%	15%	-4%	-5%	14%	-10%	-24%	i	24
29	O=C(NC1CCCCC1)NC1(C(=O)NCCCN2CCOCC2)CCCCC1	14%	-9%	4%	?	2%	-20%	?	i	6
30	COc1ccc(NC(=O)CSc2ccc([N+](=O)[O-])cc2)cc1S(=O)(=O)N1CCOCC1	-15%	-7%	-1%	-17%	5%	-25%	2%	i	-1

# Sorted by formula weight (rising): part of the list above
nr	SMILES	HT1080 IDH1KD tx	HT1080-NT tox	HepG2 tox	SW480 rerep	KB-3-1 tox	ATXN2 expr inh	MCF10A rereplic	ATXN viability	IL1B secr inh
18	OCc1ccccc1-c1cnc2cccnn12	?	?	4%	.	0%	10%	.	i	23
22	CCCC(=O)Nc1ccc2oc(-c3ccncc3)nc2c1	-4%	0%	-15%	-8%	-6%	5%	0%	i	-29
10	COc1cccc(/C(C)=N/Nc2ncc(Cl)cc2Cl)c1	0%	1%	-23%	0%	-11%	43%[activator]	10%	i	-81*
23	COc1ccccc1N1CCN(c2ncnc3c2nc2n3CCCC2)CC1	.	.	-30%	.	-19%	?	.	?	.
29	O=C(NC1CCCCC1)NC1(C(=O)NCCCN2CCOCC2)CCCCC1	14%	-9%	4%	?	2%	-20%	?	i	6
9	CCOc1ccc2nc(SC3CC(=O)N(c4cccc(OC)c4)C3=O)sc2c1 (stereo not given)	10%	12%	31%	.	7%	34%	?	i	-3
1	CCO[C@@H]1OC(C(=O)N2CCOCC2)=C[C@H](c2ccc(C(F)(F)F)cc2)[C@H]1CCCO	2%	6%	2%	-3%	?	5%	-8%	i	25
8	O=C(CCS(=O)(=O)c1cc(Br)cc2c1N(C(=O)C1CC1)CC2)N1CCN(c2cccc(C(F)(F)F)c2)CC1	.	.	-21%	.	?	-19%	.	i	.

# Further structures:
nr	SMILES	HT1080 IDH1KD tx	HT1080-NT tox	HepG2 tox	SW480 rerep	KB-3-1 tox	ATXN2 expr inh	MCF10A rereplic	ATXN viability	IL1B secr inh
31	CC(C)(C)c1ccc(C(=O)NCC(=O)N2CCCC2)cc1	8%	4%	-2%	1%	-5%	16%	12%	i	11
32	Cc1ccc(N2CC(C(=O)Nc3ccc(S(=O)(=O)NCC4CCCO4)cc3)CC2=O)cc1C (stereo not given)	-21%	-20%	4%	-2%	-19%	-10%	10%	i	4
33	COc1ccc(-c2cc(CNc3nc4cc(-c5ccccc5C)sc4c(=O)n3C)on2)cc1	-3%	-1%	-26%	.	0%	11%	.	i	-24
34	CCCn1c(COc2cccc(C)c2)nc2ccccc21	.	.	-21%	.	0%	11%	.	i	.
35	N#Cc1ccc(C(=O)Nc2nnc(-c3ccccn3)o2)cc1	-4%	-17%	-11%	-5%	-14%	17%	-6%	i	-8
36	S=C(Nc1ccc(Nc2ccccc2)cc1)NC1CCCCCC1	?	?	-22%	21µM*	?	?	13%	?	-79*
37	Cc1ccccc1NC(=O)Cc1nc(COC(=O)/C=C/c2ccc(F)cc2)cs1	-6%	-7%	-22%	.	0%	.	.	i	6
38	CCOC(=O)C1CCCN(C(=O)c2cc(=O)c3ccccc3o2)C1 (stereo not given)	5%	5%	0%	1%	2%	-28%	1%	?	20
39	Cc1ccc(CNC(=O)C2(c3cccs3)CCOCC2)cc1	-12%	1%	-10%&-11%	3%	7%&-4%	-3%&-7%	2%	i	-1
40	Cc1ccc(-n2c(=S)sc3c(=O)n(-c4ccccc4C)c(SCC(=O)O)nc32)cc1C	24%	1%	1%	-5%	3%	.	6%	i	-2
41	CC(C)(C)OC(=O)N[C@@H](Cc1ccccc1)C(=O)N[C@@H](CO)[C@H](O)[C@@H]1C[C@@H]1C(=O)N1CCCC1	-2%	0%	3%	-1%	9%	3%	24%	i	40
42	N#CNC(N)=Nc1cccc(Cl)c1	0%	-7%	-15%	1%	12%	-1%	8%	i	18
43	COc1ccccc1NC(=S)N(CCN(C)C)C(C)c1ccncc1 (stereo not given)	7%	?	19%	-7%	10%	.	-2%	i	0
44	Cc1ccc(OC(C)C(=O)N2CC(=O)Nc3ccccc32)c(C)c1 (stereo not given)	22%	29%	8%	0%	-4%	4%	5%	i	10
45	O=C1CN(C(=O)COC(=O)c2cccs2)c2ccccc2N1	10%	4%	27%	-4%	5%	.	-5%	?	5
46	CCc1ccc(-c2csc3ncn(CC(=O)NCc4ccco4)c(=O)c23)cc1	-19%	?	-17%	2%	2%	-14%	3%	i	-74*
47	Cc1ccc(C(=O)Nc2ccccc2N2CCCCC2)o1	-2%	-4%	-25%	-3%	?	-17%	?	i	45
48	COc1ccc(C2=CSC3=NCCN23)cc1Br	-2%	-2%	-29%	?	1%	13%	?	.	.
49	O=C(NCCCN1CCOCC1)c1cc(-c2ccccc2F)no1	-11%	0%	-20%	-36%[inhibitor]	-10%	.	0%	i	28
50	O=C(c1ccc(CS(=O)(=O)c2ccc(Br)cc2)o1)N1CCN(c2ncccn2)CC1	7%	0%	5%	1%	23%	-2%	20%	i	-1
51	CCN(C(=O)CSc1nnc(NC2CCCCC2)s1)C1CCS(=O)(=O)C1 (stereo not given)	-22%	-1%	2%	-6%	1%	2%	-3%	i	-3
